From PubChem BioAssay
PRMT1 inh: PRMT1 methyltransferase inhibitors, primary screen, biochemical, fluorescence polarization. recombinant PRMT1, activity-based probe fluorescence polarization. inhibition, % at 2.79 µM. 370,000 compounds, 1.3% hits. AID 652257, 2013;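 active = inhibition above about 21% made by adding two undisclosed values, limit read from the data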
mABHD4 FP: ABHD4 inhibitors, primary screen, biochemical, fluorescence polarization, mouse. inhibition, % at 8.92 µM. (Lyso)-N-acylphosphatidylethanolamine lipase (Mus musculus), Q8VD66. AID 720543, 2013. 370,000 compounds, 0.54% hits. purified mABHD4, FP-Rh probe fluorescence polarization;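 active = inhibition exceeding the mean over every tested compound plus 3 SD, cut at about 30% in these data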;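 also: 0% = plate median of compound wells and 100% = S159A mutant with DMSO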
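Doses – 8.92 µM, single dose · Material – wild-type mouse ABHD4 protein · Replication – single well per compound (singlicate) · Measure – percent inhibition of probe binding, normalized to plate controls · Schedule – 45 min compound pre-incubation plus 60 min probe step, 25 °C · Detection – fluorescence polarization with parallel and perpendicular emission, 525/598 nm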
TDP2 absorb: human TDP2 enzyme inhibitors, primary screen, biochemical, epi absorbance, recombinant enzyme | AID 720702, 2013 | 370,000 compounds, 0.34% hits | T5PNP hydrolysis, p-nitrophenol absorbance 415 nm | Tyrosyl-DNA phosphodiesterase 2 (Homo sapiens), O95551 | inhibition, % at 12.8 µM;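 active = inhibition above the mean of all tested compounds plus 3 SD, set per campaign, cut at about 25% in these data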;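 also: 0% = DMSO with enzyme and 100% = buffer with substrate but no TDP2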
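Assay system: Recombinant human TDP2 | Quantity: 120 nM TDP2 per well | Incubation: 2 h at 37 °C | Signal: Epi absorbance | Evaluation: Percent inhibition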
TCR CD3 inh: inhibitors of human TCR-CD3 interaction, primary screen, biochemical, fluorescence, TAMRA-labeled TCR probe. inhibition, % at 9.4 µM. 360,000 compounds, 0.37% hits. AID 651800, 2012; in the data active = inhibition above about 19%;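 also: recombinant mutant TCR 2C K166C tagged with TAMRA read by polarization; 0% = receptor in buffer alone and 100% = receptor with positive control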
NR1D1 modulator: modulators of Rev-erb alpha DNA binding, primary screen, biochemical, FITC-DNA, fluorescence polarization, uHTS. 370,000 compounds, 0.79% hits. Rev-erbα–FITC-DNA binding, 90 min. activity, % at 10 µM. AID 1259318, 2017. Nuclear receptor subfamily 1 group D member 1 (Homo sapiens), P20393;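 active = activity above about 14%, limit read from the data; passing the limit was not always enough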;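 also: 0% = DMSO wells with 35 nM protein and 100% = DMSO wells with 750 nM protein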
LEDGF integ inh: blockers of LEDGF/p75-dependent integrase strand transfer – biochemical, TR-FRET, high throughput, primary screen; 370,000 compounds, 0.64% hits; inhibition, % at 3.7 µM; TR-FRET IN-LEDGF/p75 DNA integration, Eu/Cy5; HIV-1 integrase (with human LEDGF/p75); AID 743269, 2014;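 active = inhibition above the screen-wide mean plus 3 SD, cut at about 13% in these data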;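 also: signal is the Cy5 over europium emission ratio at 671 and 618 nm; 0% = plate median of compound wells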
PG9 binder: binders of HIV-1 gp120 antibody PG9, primary screen, biochemical, TR-FRET; HIV-1 gp120 / PG9 antibody interaction; TR-FRET gp120-PG9 antibody binding; inhibition, % at 6.7 µM; 360,000 compounds, 0.43% hits; AID 624416, 2012; in the data active = inhibition above about 8.5%
SIAE inh: human SIAE inhibitors, primary screen, biochemical, fluorescence polarization, FP-Rh probe, 1536-well HTS; SIAE FP-Rh probe binding; inhibition, % at 9.66 µM; 370,000 compounds, 0.69% hits; AID 1053197, 2014;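 active = inhibition above a cutoff: mean of compounds within the control limits plus 3 SD of those, cut at about 17% in these data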;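 also: 0% = plate median of compound wells and 100% = probe without SIAE protein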
rCAG RNA binder: binders of r(CAG) RNA repeats, primary screen, biochemical, fluorescence; r(CAG) RNA repeat, TO-PRO-1 dye displacement fluorescence; inhibition, % at 3 µM; 370,000 compounds, 1.3% hits; AID 651821, 2012;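 active = inhibition above the plate cutoff, the mean of all test compounds on that plate plus 3 SD, cut at about 35% in these data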;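 also: 0% = DMSO alone and 100% = 100 µM mitoxantrone as full dye displacement; higher means more dye released from RNA so lower well fluorescence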
HTRA1 inh: HTRA1 serine protease inhibitors, primary screen, biochemical, fluorescence polarization, HTS; 340,000 compounds, 0.5% hits; inhibition, % at 5.96 µM; recombinant HTRA1, FP-rhodamine activity-based probe; Q92743; in the data active = inhibition above about 36%;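 also: 0% = enzyme with DMSO and 100% = wells lacking enzyme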
An asterisk follows results filed as active; · = not tested or not shown; & = joins results of further samples. The list is partial (hit frequency here may not be typical).

compound	PRMT1 inh	mABHD4 FP	TDP2 absorb	TCR CD3 inh	NR1D1 modulator	LEDGF integ inh	PG9 binder	SIAE inh	rCAG RNA binder	HTRA1 inh
Cc1ccc(C(=O)N2CCC3(CC2)Oc2ccc(Cl)cc2C(=O)C32CC(c3cccnc3)=NO2)s1 (stereo not given)	0.1	-5.0	4.4	4.7	-0.3	-1.0	4.4	-8.7	3.9	-35.6
CC1CCN(c2nnc(N)s2)CC1	-0.7	-0.7	15.5	7.8	-3.3	0.6	-0.9	9.8	0.4	0.4
CC1CCN(C(=O)Cn2cc(SCC(=O)NCC3CCCO3)c3ccccc32)CC1 (stereo not given)	3.0	3.9	-5.6	-8.5	2.5	-5.4	-0.2	-2.7	-10.6	0.3
O=C(Nc1ccc(Cl)cc1F)c1ccc(COc2c(F)c(F)c(F)c(F)c2F)o1	5.5	-17.6	-1.2	-0.4	0.6	-0.5	-0.1	-13.5	4.3	-27.5
Cc1cc2c(C)nc(Cc3ccccc3)nc2o1	1.8	2.0	8.7	-1.0	-2.1	-1.1	-3.6	-1.1	-0.1	-3.1
COC(=O)c1c(NC(=O)C(=O)NCCCN2CCOCC2)sc2c1CC(C)(C)OC2	-3.7	-0.5	-2.4	-1.4	12.8	1.2	-1.4	-0.6	-6.8	-4.0
CCC(=O)c1ccc(OCCn2cncn2)cc1	-1.0	0.0	-7.4	5.4	2.0	-0.1	-0.8	-1.2	-1.9	3.8
CC(=O)n1cc(/C=N/NC(=O)c2ccc([N+](=O)[O-])cc2)c2ccccc21	2.9	6.3	-9.6	3.0	8.2	-1.8	0.6	4.8	8.1	3.9
N#CCC(=O)NN=C1CCCCCCCCCCC1	-4.4	-4.0	7.2	-3.4	-4.1	1.6	0.1	9.0	2.3	1.7
C=CCn1c(=NC(=O)c2ccco2)sc2cc(C(=O)OCC)ccc21	3.8	5.2	-1.3	7.2	29.1*	1.6	6.0	-9.2	-1.6	-1.5
O=C(Nc1ccccc1)OCCNC(=O)c1cccc(Br)c1	-1.0	-6.3	7.3	7.1	-2.1	-2.4	-0.4	-0.5	-0.9	-10.8
O=C(/C=C/c1cn(-c2ccccc2)nc1-c1cccnc1)N1CCCC1	-1.6	-6.0	2.1	0.2	0.8	-1.1	-3.2	-6.7	-6.3	-7.5
CN(C)c1ccc(S(=O)(=O)N2CCCCC2)cc1NC(=O)CN1C(=O)NC(C)(c2ccccc2)C1=O (stereo not given)	-3.6	-3.6	1.5	-1.7	5.0	0.0	-1.0	5.0	1.4	-8.7
CCOC(=O)c1cc(NC(=O)c2ccccc2)c(=O)oc1-c1ccccc1	1.8	-0.7	4.0	10.8	8.3	3.9	0.3	-3.0	3.2	-8.2
COc1ccc(C(CCN2CCCC2)c2c(O)cc(OC)cc2OC)cc1 (stereo not given)	-2.9	-3.4	-8.3	2.0	-1.4	2.9	-0.2	1.8	3.0	-8.3
Cc1cccc(C(=O)NC(C)C(=O)NC(c2nc3ccccc3[nH]2)C(C)C)c1 (stereo not given)	-2.1	-3.9	-10.7	-3.2	-0.8	7.9	-1.1	-8.4	-3.3	-20.6
c1ccc(-c2noc(CSc3nnnn3-c3ccccc3)n2)cc1	-1.3	-10.2	9.6	-5.7	-7.6	0.2	0.1	-0.2	1.7	-17.7
CN(CC(=O)Nc1ccc(OC(F)F)cc1)S(=O)(=O)/C=C/c1ccccc1	-1.9	-15.7	2.8	-6.1	-4.1	-4.9	0.1	0.1	3.8	-26.6
Cc1ccc2c(c1)-n1c(nc3ccccc3c1=O)C(CC(C)C)NC2=O (stereo not given)	1.9	2.5	3.2	1.3	0.8	-0.1	1.2	2.8	-4.0	·
OC(c1ccc(Cl)c(Cl)c1)c1ncc(-c2ccc(Cl)cc2)[nH]1 (stereo not given)	0.8	-17.9	-6.1	-4.6	3.1	-2.1	0.8	-7.5	3.3	·
COc1ccccc1CC(=O)N1CCCC1	0.8	1.3	-2.0	1.1	-3.2	0.4	-0.7	0.5	2.0	5.2
O=C(COC(=O)c1ccc([N+](=O)[O-])cc1)Nc1ccccc1C(=O)NC1CC1	-1.0	1.4	0.3	-9.1	-1.3	6.5	0.8	-0.7	-1.0	2.7
O=C(C1CCCO1)N1CCN(c2c3c(nc4cc(-c5ccc(F)cc5)nn24)CCC3)CC1 (stereo not given)	-1.6	0.2	-0.8	3.4	1.8	1.4	-1.1	-7.6	-6.5	4.1
C[C@@H]1CN([C@@H](C)CO)C(=O)CCCn2nncc2CO[C@H]1CN(C)C(=O)c1cc(-c2ccccc2)on1	-0.3	8.1	5.8	2.5	-1.5	-2.8	-1.7	2.1	2.3	-1.5

Limited to rCAG RNA binder, TCR CD3 inh and NR1D1 modulator, for 2 of the compounds above:
structure | rCAG RNA binder | TCR CD3 inh | NR1D1 modulator
C[C@@H]1CN([C@@H](C)CO)C(=O)CCCn2nncc2CO[C@H]1CN(C)C(=O)c1cc(-c2ccccc2)on1 | 2.3 | 2.5 | -1.5
c1ccc(-c2noc(CSc3nnnn3-c3ccccc3)n2)cc1 | 1.7 | -5.7 | -7.6

Returning to the listing, starting two compounds before the break.
compound	PRMT1 inh	mABHD4 FP	TDP2 absorb	TCR CD3 inh	NR1D1 modulator	LEDGF integ inh	PG9 binder	SIAE inh	rCAG RNA binder	HTRA1 inh
O=C(C1CCCO1)N1CCN(c2c3c(nc4cc(-c5ccc(F)cc5)nn24)CCC3)CC1 (stereo not given)	-1.6	0.2	-0.8	3.4	1.8	1.4	-1.1	-7.6	-6.5	4.1
C[C@@H]1CN([C@@H](C)CO)C(=O)CCCn2nncc2CO[C@H]1CN(C)C(=O)c1cc(-c2ccccc2)on1	-0.3	8.1	5.8	2.5	-1.5	-2.8	-1.7	2.1	2.3	-1.5
Nc1[nH]c(C(=O)c2ccccc2)c(-c2ccc(Cl)cc2Cl)c1C(=O)NCCc1c[nH]c2ccccc12	2.2	32.8*	-1.4	4.2	-7.8	-3.2	-0.5	18.9*	14.0	·
NNC(=O)c1nc[nH]c1C(=O)Nc1ccccc1[N+](=O)[O-]	0.9	-1.0	-4.6	30.1*	0.5	2.1	0.4	2.3	8.6	-1.1
COC(=O)c1sccc1NC(=O)CC1C(=O)NCCN1C(=O)c1ccccc1 (stereo not given)	0.7	-3.5	-13.8	3.5	-3.5	-6.2	-1.1	-12.5	6.1	-8.8
O=C(c1cc2c(s1)-c1ccccc1S(=O)(=O)C2)N1CCCC1	-3.6	-1.7	8.5	9.4	-4.2	-0.1	-0.3	2.0	2.2	-2.1
CCOC(=O)N1CCc2c(sc3nc[nH]c(=O)c23)C1	9.9	-6.8	-2.8	-1.8	0.8	-2.4	2.6	-4.5	0.5	-4.4
CCOC(=O)CNC(=O)N(C)[C@H]1C[C@H]2c3[nH]c4c(-c5cccc(C)c5)cccc4c3CCN2C(=O)[C@H]1[C@H](C)O	0.8	9.3	-3.1	·	-6.0	6.7	·	1.8	5.2	·
O=C1CN(/N=C/c2ccc([N+](=O)[O-])o2)C(=O)N1	29.6*	1.5	-8.2	-4.6	-8.5&-7.2	6.7	-2.0	-5.6	0.1	·
Cc1c(NC(=O)Nc2ccc3c(c2)OCO3)cccc1[N+](=O)[O-]	5.7	3.6	-2.0	-5.7	-1.7	-2.2	-1.3	4.8	0.0	-3.1
Cc1cc2nc(CSc3ccc(Cl)cc3)cc(=O)n2[nH]1	1.3	1.6	4.4	2.9	10.4	2.9	-3.5	1.9	3.5	5.6
O=C(NCCc1csc(-c2ccc(Cl)cc2)n1)c1ccco1	1.8	-20.8	-5.1	-5.9	-1.8	-4.7	-1.0	3.4	-1.1	-6.8
COC(=O)N1CCCC(c2cc(C(=O)Nc3ccccc3Cl)no2)C1 (stereo not given)	-4.7	-0.6	-8.7	-3.6	-2.9	0.8	-0.6	0.8	-1.0	·
O=C(NCCc1ccc(Cl)cc1)c1cc(-c2ccncc2)nc2ccccc12	4.1	-7.8	1.2	-8.6	5.5	-5.6	0.4	-13.3	7.8	-16.4
Cn1c(SCC(=O)NCc2ccccc2)nnc1C1CC1	1.4	0.1	-8.5	4.2	-6.7	1.9	-1.5	2.9	0.8	1.1
CCC(C)Sc1nc(O)c(Cc2ccccc2)c(=O)[nH]1 (stereo not given)	-0.8	-8.1	1.8	6.6	1.0	0.0	-1.1	4.0	0.9	0.6
N#CN(Cc1ccccc1)Cc1ccccc1	0.8	0.9	1.4	9.0	4.3	-1.1	1.1	0.6	-5.6	-4.2
O=C(C(=O)N1CCc2ccccc2C1)c1cn(CC(=O)N2CCOCC2)c2ccccc12	1.0	7.2	-5.7	-1.2	-1.9	-5.2	-1.2	-2.5	1.6	-0.6
COc1ccccc1/C=C/C(=O)c1ccc(Cl)cc1	-0.3	-3.3	-3.7	1.5	-3.4	0.4	2.5	-0.5	0.3	-20.4
C=CCN1[C@@H](C)COc2cccc(N3CCCC3)c2S1(=O)=O	-2.6	-2.0	-1.1	·	-1.5	1.3	·	5.0	-0.1	·
c1ccc(-c2cccc(CNc3nc(-c4ccccn4)nnc3-c3ccccc3)c2)cc1	-0.2	3.8	0.4	·	-1.9	0.9	·	-8.6	·	·
NC(=O)c1ccccc1NC(=O)c1ccc2c(c1)OCO2	-0.9	-1.7	-14.6	-9.2	-3.0	2.8	-1.6	0.1	0.3	2.8
